Screening data from PubChem BioAssay.
CRFBP-R2 agonist – agonists of human CRF-binding protein/CRF-R2 receptor complex. HEK293 CRF-R2/CRF-BP, calcium dye fluorescence (FLIPR); percent of saturating CRF peptide response. activation, % at 13.2 µM. actives 0.46% (n = 350,000);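 active = activation of at least 50%, plus an integration ratio under a set limit after plate pattern correction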;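 note: plate controls were neutral control wells without compound for no effect and CRF at EC100 for full effect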
DNA FID counter – displaces DNA intercalator in HCV helicase counter-screen; DNA fluorescent intercalator displacement, fluorescence; inhibition, % at 7.9 µM; actives 0.17% (n = 290,000); AID 1845; in the data active = inhibition above about 37%;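 note: 0% = vehicle and 100% = reference compound; higher means more ethidium bromide displaced from hairpin DNA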
MEKK3 PB1 HTS – MEKK3-MEK5 PB1 interaction, increase or decrease. binding response (% of control), % at 10 µM. AID 1529. Q99759. bead-based flow cytometry, Alexa488-MEK5 binding to MEKK3; actives lie on both sides; 0 = blocked by unlabeled MEK5, 100 = vehicle. actives 1.4% (n = 290,000);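 active = binding response more than 3 SD above or below the average of its plate-row segment, actives on both sides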;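 note: Alexa488 bead fluorescence after subtracting the streptavidin-only scavenger bead signal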
GalR3 antagonist – blocks the human galanin receptor 3 | O60755 | HEK293 GalR3-CNG cAMP membrane potential fluorescence; galR3 body fused to GalR1 C-terminus | inhibition, % at 3 µM | actives 0.44% (n = 360,000) | AID 651719;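 active = inhibition above the screen-wide average plus 3 SD, cut at about 13% in these data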;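 note: forskolin and galanin both at EC90 stimulate the cells; cAMP rise reported by CNG channel membrane potential dye signal; 0% = forskolin plus galanin with DMSO and 100% = forskolin alone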
Target sequence (O60755 1-299 limits assumed): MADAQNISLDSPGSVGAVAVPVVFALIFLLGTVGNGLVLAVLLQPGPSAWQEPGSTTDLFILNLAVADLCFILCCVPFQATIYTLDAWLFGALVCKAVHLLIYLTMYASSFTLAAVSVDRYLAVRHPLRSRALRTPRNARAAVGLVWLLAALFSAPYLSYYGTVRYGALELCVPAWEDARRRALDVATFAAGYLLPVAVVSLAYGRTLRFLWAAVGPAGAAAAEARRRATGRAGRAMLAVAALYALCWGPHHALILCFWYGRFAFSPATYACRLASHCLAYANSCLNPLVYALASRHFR
UBC9 SUMO inh – inhibitors of human SUMOylation (UBC9) | P63279 | HTRF SUMOylation assay, SAE1/SAE2 + UBC9, in vitro | inhibition, % at 35 µM | actives 0.36% (n = 290,000) | AID 2006; in the data active = inhibition above about 50%, passing the limit was not always enough; note: strong numbers were not always called active
Target sequence (P63279 whole entry, looked up): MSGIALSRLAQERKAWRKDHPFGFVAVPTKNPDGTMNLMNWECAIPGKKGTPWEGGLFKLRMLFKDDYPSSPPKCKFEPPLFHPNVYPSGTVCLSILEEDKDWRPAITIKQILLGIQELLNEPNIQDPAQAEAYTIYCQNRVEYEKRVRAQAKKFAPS
HCV NS3 hel inh – blocks Hepatitis C virus NS3 helicase unwinding. actives 0.56% (n = 290,000). inhibition, % at 10.9 µM. NS3 helicase DNA unwinding, Cy5 molecular beacon fluorescence;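 active = inhibition above the mean of all tested compounds plus 3 SD, set per campaign, cut at about 35% in these data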;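 note: 0% = DMSO wells and 100% = thioflavine S control wells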
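Assay system – hepatitis C virus NS3 helicase domain fragment enzyme · Buffer or medium – MOPS pH 6.5, MgCl2, DTT, Tween20, BSA · Reagent – Cy5/quencher beacon DNA duplex and ATP to start · Compound – single 10.9 µM dose · Timing – 1 h at 25 °C · Technique – Cy5 beacon fluorescence read at start and 1 h · Measure – % inhibition of unwinding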
MEKK2 mut-MEK5 – signal of MEK5 binding to mutant human MEKK2 PB1 domain | bead flow cytometry, Alexa488-MEK5 binding to MEKK2 mutant | percent response, % at 10 µM | actives 0.35% (n = 290,000); in the data active = percent response above about 24%, passing the limit was not always enough; note: inactives centre near 1; some results filed as inactive read as strong as hits; reference of the scale not given here
MEKK2 WT-MEK5 – raises or lowers MEK5 binding to wildtype human MEKK2 PB1 domain; bead flow cytometry, Alexa488-MEK5 binding to MEKK2 WT; actives lie on both sides; Q9Y2U5; actives 1.1% (n = 290,000); binding response (% of control), % at 10 µM; AID 1531; in the data active = binding response below about 67% or above about 130%
CRFBP-R2 block – blocks CRF-induced signaling of the CRF-BP/CRF-R2 complex; HEK293 CRF-R2/CRF-BP, CRF-induced calcium fluorescence; inhibition, % at 11.8 µM; actives 0.59% (n = 350,000); AID 588475;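 active = inhibition of the ligand-induced calcium signal above about 50% at the single tested concentration, limit read from the data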
Numbers without * were called inactive; x = no result given. Some of the compounds tested. The share of hits here may be higher or lower than overall.

item | SMILES | CRFBP-R2 agonist | DNA FID counter | MEKK3 PB1 HTS | GalR3 antagonist | UBC9 SUMO inh | HCV NS3 hel inh | MEKK2 mut-MEK5 | MEKK2 WT-MEK5 | CRFBP-R2 block
1 | Cc1cc2c(cc(C(=O)OCC(=O)NCc3cccs3)n2C(C)C)o1 | 1.0 | -12 | 98 | x | 1 | 5 | -1 | 95 | 10
2 | CC1(C)C2([N+](=O)[O-])CN3CC1([N+](=O)[O-])CN(C2)C3c1ccc(O)c(O)c1 (stereo unspecified) | 0.3 | 0 | 100 | -4 | 0 | 5 | 5 | 98 | -8
3 | CC(C)=NOC(=O)c1c(C)noc1-c1snnc1C | 0.0 | -5 | 98 | -7 | 18 | -12 | -2 | 98 | -1
4 | CCN(CC)C(=O)C12C(=O)Oc3ccccc3C1C2(C)C(=O)c1ccc(F)cc1 (stereo unspecified) | 5.0 | 0 | 93 | 8 | 6 | 1 | -14 | 93 | 0
5 | COc1ccc(NC(=S)Nc2ccc3snnc3c2)cc1 | 1.0 | 6 | 100 | -4 | 23 | -8 | -4 | 90 | 13
6 | COc1ccc(C(=O)COC(=O)CSCc2c(C)noc2C)cc1OC | 0.6 | -17 | 107 | -5 | 10 | -3 | 2 | 108 | 3
7 | O=C(O)c1cc(N/N=C/C(Cl)=C/c2ccccc2)ccc1Cl | 0.9 | -17 | 101 | -3 | 12 | 13 | -1 | 92 | 15
8 | COP(=O)(/C=C/c1ccccc1)C(O)c1ccc(F)cc1 (stereo unspecified) | 4.5 | -6 | 102 | 0 | 21 | 1 | 4 | 102 | -6
9 | CCCCNC(=O)[C@H]1C[C@H]1[C@@H](O)[C@H](CO)NC(=O)[C@H](COCc1ccccc1)NC(=O)OC(C)(C)C | 1.3 | -37 | 104 | -4 | -11 | 5 | 1 | 104 | -4
10 | COc1cccc(CNC(=O)CCNS(=O)(=O)c2cccc3nonc23)c1 | 0.0 | -5 | 102 | -8 | 3 | 4 | 6 | 106 | -7
11 | COc1cccc(CN2CCNC(=O)C2CC(=O)NCCn2ccc3ccccc32)c1OC (stereo unspecified) | -2.9 | -25 | 104 | -8 | -10 | 9 | 3 | 111 | 10
12 | O=C(COc1ccccc1)Nc1nc2cc3c(cc2s1)OCCO3 | -1.7 | -5 | 100 | -2 | 8 | 1 | -4 | 98 | -9
13 | CC(C)OC(=O)CCCCCN1C(=O)CSC1=S | -1.0 | -13 | 102 | 0 | -11 | 11 | 3 | 101 | 10
14 | COC(=O)CC/C(O)=C1\C(=O)CC(C)(C)CC1=Nc1ccccc1OC | 0.9 | -26 | 87 | -6 | 8 | -2 | 2 | 85 | -13
15 | COc1ccc(C)cc1Nc1n[n+](C)c(-c2ccc(O)cc2O)s1 | -1.2 | -2 | 105 | -4 | 0 | -10 | -6 | 101 | 7
16 | COC(=O)c1ccc2[nH]c3c(c2c1)CC(C)CC3 (stereo unspecified) | 0.6 | -12 | 102 | -3 | 16 | -2 | 0 | 103 | -21
17 | Fc1ccccc1CSc1ncnc2sc3c(c12)CCCC3 | 19 | -6 | 111 | 1 | 7 | 7 | -1 | 102 | 20
18 | CSc1nnc2c3ccccc3n(Cc3ccccc3)c2n1 | -2.5 | -2 | 86 | 0 | -13 | 1 | -15 | 90 | 18
19 | COc1ccc(N2CCN(C(=O)CSc3ccccc3N)CC2)cc1 | -0.5 | -22 | 103 | -4 | 14 | 11 | 3 | 102 | 0
20 | O=C(NCc1nc2ccccc2[nH]1)c1ccco1 | -1.2 | -3 | 99 | 1 | 18 | 0 | 3 | 107 | 0
21 | Cc1cccc2nc(CNC(=O)C3CCC(=O)N(Cc4ccccc4F)C3)cn12 (stereo unspecified) | 0.1 | -11 | 103 | -2 | 0 | 2 | 6 | 109 | -5
22 | CC1CC(C)(C)NC(=S)N1CCCC(=O)NCc1ccccc1 (stereo unspecified) | 2.6 | -8 | 102 | -1 | 8 | -8 | 0 | 102 | -14
23 | COc1ccccc1CCc1nnc(CCC(=O)NC(C)Cc2ccsc2)o1 (stereo unspecified) | 1.5 | -26 | 92 | -2 | 6 | 2 | -9 | 94 | 1
24 | CN1C(=O)NC2C1N(S(C)(=O)=O)CCN2S(C)(=O)=O (stereo unspecified) | -0.3 | 0 | 109 | -10 | 5 | 7 | 5 | 107 | 0
25 | CCOc1ccc(C(=O)NCC(=O)N2CCN(c3ccccc3O)CC2)cc1 | -0.8 | -29 | 94 | -7 | 8 | 4 | -6 | 96 | 7
26 | O=C(NCc1ccccc1)C(=O)NCC1OCCN1S(=O)(=O)c1ccc2c(c1)OCCO2 (stereo unspecified) | -3.4 | -24 | 114 | x | -23 | 1 | 15 | 104 | -2
27 | COc1cc(NC(=O)c2ccc(NS(=O)(=O)c3c(C)noc3C)cc2)cc(OC)c1 | -0.6 | -13 | 99 | -2 | -13 | -9 | 4 | 102 | 10
28 | COc1ccccc1N1CCN(C(c2ccc(F)cc2)c2nnnn2C(C)C)CC1 (stereo unspecified) | 0.8 | -30 | 111 | -5 | -7 | 0 | 15 | 116 | -12
29 | Clc1ccccc1CNc1ncnc2nc[nH]c12 | -1.5 | 1 | 102 | 1 | 14 | 0 | -1 | 105 | -3
30 | CN1CCN(CC(=O)c2cc(C(C)(C)C)c(O)c(C(C)(C)C)c2)CC1 | 0.9 | 20 | 104 | -4 | -2 | -31 | 11 | 116 | -5

13 consecutive records out of the list so far:
item | SMILES | CRFBP-R2 agonist | DNA FID counter | MEKK3 PB1 HTS | GalR3 antagonist | UBC9 SUMO inh | HCV NS3 hel inh | MEKK2 mut-MEK5 | MEKK2 WT-MEK5 | CRFBP-R2 block
1 | Cc1cc2c(cc(C(=O)OCC(=O)NCc3cccs3)n2C(C)C)o1 | 1.0 | -12 | 98 | x | 1 | 5 | -1 | 95 | 10
2 | CC1(C)C2([N+](=O)[O-])CN3CC1([N+](=O)[O-])CN(C2)C3c1ccc(O)c(O)c1 (stereo unspecified) | 0.3 | 0 | 100 | -4 | 0 | 5 | 5 | 98 | -8
3 | CC(C)=NOC(=O)c1c(C)noc1-c1snnc1C | 0.0 | -5 | 98 | -7 | 18 | -12 | -2 | 98 | -1
4 | CCN(CC)C(=O)C12C(=O)Oc3ccccc3C1C2(C)C(=O)c1ccc(F)cc1 (stereo unspecified) | 5.0 | 0 | 93 | 8 | 6 | 1 | -14 | 93 | 0
5 | COc1ccc(NC(=S)Nc2ccc3snnc3c2)cc1 | 1.0 | 6 | 100 | -4 | 23 | -8 | -4 | 90 | 13
6 | COc1ccc(C(=O)COC(=O)CSCc2c(C)noc2C)cc1OC | 0.6 | -17 | 107 | -5 | 10 | -3 | 2 | 108 | 3
7 | O=C(O)c1cc(N/N=C/C(Cl)=C/c2ccccc2)ccc1Cl | 0.9 | -17 | 101 | -3 | 12 | 13 | -1 | 92 | 15
8 | COP(=O)(/C=C/c1ccccc1)C(O)c1ccc(F)cc1 (stereo unspecified) | 4.5 | -6 | 102 | 0 | 21 | 1 | 4 | 102 | -6
9 | CCCCNC(=O)[C@H]1C[C@H]1[C@@H](O)[C@H](CO)NC(=O)[C@H](COCc1ccccc1)NC(=O)OC(C)(C)C | 1.3 | -37 | 104 | -4 | -11 | 5 | 1 | 104 | -4
10 | COc1cccc(CNC(=O)CCNS(=O)(=O)c2cccc3nonc23)c1 | 0.0 | -5 | 102 | -8 | 3 | 4 | 6 | 106 | -7
11 | COc1cccc(CN2CCNC(=O)C2CC(=O)NCCn2ccc3ccccc32)c1OC (stereo unspecified) | -2.9 | -25 | 104 | -8 | -10 | 9 | 3 | 111 | 10
12 | O=C(COc1ccccc1)Nc1nc2cc3c(cc2s1)OCCO3 | -1.7 | -5 | 100 | -2 | 8 | 1 | -4 | 98 | -9
13 | CC(C)OC(=O)CCCCCN1C(=O)CSC1=S | -1.0 | -13 | 102 | 0 | -11 | 11 | 3 | 101 | 10

Additional entries:
item | SMILES | CRFBP-R2 agonist | DNA FID counter | MEKK3 PB1 HTS | GalR3 antagonist | UBC9 SUMO inh | HCV NS3 hel inh | MEKK2 mut-MEK5 | MEKK2 WT-MEK5 | CRFBP-R2 block
31 | COc1ccc(-c2nc(-c3cccc([N+](=O)[O-])c3O)cc(=O)o2)cc1OC | -0.8 | -8 | 113 | -6 | 1 | 4 | -1 | 99 | 18
32 | CCN(CC)c1ccc(/C=N/NC(=O)c2c(Cl)c(C)nn2C)cc1 | 0.8 | -19 | 107 | -2 | 11 | -6 | -1 | 109 | -7
33 | CCCNC(=O)Nc1ccc(F)c(Cl)c1 | -0.5 | -3 | 100 | 0 | 25 | 4 | 0 | 98 | -31
34 | Cc1cccc(C(=O)NC2CCCCCCC2)c1 | -5.0 | -12 | 90 | -16 | 9 | 2 | -4 | 94 | 10
35 | CCOC(=O)CCC(=O)c1c(C)oc2ccc(OC)cc12 | -3.5 | -6 | 101 | 2 | 3 | 1 | 2 | 101 | -15
36 | CC(C)NS(=O)(=O)c1ccc(NC(=O)C2CC3C=CC2C3)cc1 (stereo unspecified) | 4.9 | -3 | 107 | 2 | -11 | -8 | 10 | 111 | -33
37 | CCOC(=O)C1(Cc2ccccc2)CCN(CC2CC=CCC2)CC1 (stereo unspecified) | -0.1 | 6 | 96 | -9 | -2 | -7 | -15 | 91 | 12
38 | CCOC(=O)C(C)Sc1nnc(NC(=O)c2ccc3c(c2)OCO3)s1 (stereo unspecified) | -0.2 | -11 | 100 | -4 | -2 | -3 | 1 | 99 | -5
39 | COC(=O)COc1cccc2c(=O)n(CC(=O)Nc3ccc4c(c3)OCCO4)ccc12 | -2.5 | -3 | 107 | x | 16 | 2 | 11 | 105 | 49
40 | O=C1CC(c2cccc(Cl)c2)Cc2nc(N3CCOCC3)ncc21 (stereo unspecified) | -1.5 | -25 | 103 | -7 | 5 | -7 | 5 | 101 | 14
41 | O=C(CCc1c[nH]c2ccccc12)N[C@@H](Cc1c[nH]c2ccc(O)cc12)C(=O)O | -2.1 | -17 | 101 | -9 | -8 | 3 | 0 | 101 | -3
42 | CS(=O)(=O)N(CCc1ccccc1)CC(=O)N1CCN(Cc2ccccc2)CC1 | -0.5 | -22 | 106 | -8 | 9 | -2 | 6 | 112 | 4
43 | Clc1cc(Sc2ccc(Br)cc2)nnc1-c1ccccc1 | 1.4 | -1 | 109 | 2 | -3 | 9 | 11 | 102 | -4
44 | CCOC(=O)c1sc(N)c(C(=O)Nc2ccccc2)c1C | -1.8 | -4 | 95 | 0 | -6 | 10 | -7 | 88 | 8
45 | Cc1ccc(C(=O)Nc2ccccc2C(=O)NC(CC(=O)O)C(=O)O)cc1 (stereo unspecified) | 0.4 | -5 | 104 | 0 | 9 | -2 | 5 | 99 | -13
46 | O=C(CSc1nnc2ccccn12)c1ccc(OC(F)F)cc1OC(F)F | 1.0 | -6 | 106 | 0 | 12 | 2 | 2 | 104 | 3
